# MLLE-PAM2 inh: blocks PAM2 peptide binding to the PABP1 MLLE domain; GST-MLLE / FITC-PAM2 fluorescence polarization; inhibition, % at 20 µM; AID 588489; 360,000 compounds, 0.36% hits; P11940; in the data active = inhibition above about 35%, passing the limit was not always enough;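 note: plate controls were DMSO wells with GST-MLLE for no effect and wells lacking GST-MLLE protein for full effect; some results filed as inactive read as strong as hits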
# SUMO1 PPI mod: modulators of human SUMO1-mediated protein-protein interactions | SUMO1 binding to a labelled peptide, TR-FRET, 1 h | inhibition, % at 20 µM | 360,000 compounds, 0.33% hits | AID 602429; in the data active = inhibition above about 37%
# TbMetRS inhib: Trypanosoma brucei MetRS inhibition; 360,000 compounds, 0.4% hits; AID 624268; purified T. brucei MetRS, ATP depletion, Kinase-Glo luminescence; inhibition, % at 11.9 µM;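 active = inhibition above a per-plate cutoff of the control wells' mean inhibition plus 3 SD, cut at about 5.5% in these data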;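 note: 0% = DMSO wells median and 100% = median of wells with control inhibitor compound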
#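 technique = Kinase-Glo luminescence, ATP depletion format | system = purified MetRS (methionyl-tRNA synthetase) enzyme from Trypanosoma brucei | timing = 15 min preincubation, 2 h reaction, all 25 °C | evaluation = percent inhibition versus plate control medians | dosing = single dose, 11.9 µM final nominal, 0.9% final DMSO | also added = substrates ATP, L-methionine and bulk Escherichia coli tRNA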
# DNMT1 inh: DNMT1 (human) enzyme inhibition. inhibition (reported as % activation of signal), % at 10 µM. 360,000 compounds, 0.83% hits. P26358. DNMT1 molecular beacon, Hinp1I cleavage, fluorescence; in the data active = inhibition above about 50%
# CSN deneddyl inh: inhibitors of human CSN-mediated cullin deneddylation. 360,000 compounds, 0.38% hits. inhibition, % at 12.5 µM. AID 651999. Q92905. Purified CSN, SCF-Nedd8-OG deneddylation, fluorescence polarization;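 active = pattern-corrected inhibition above about 35%, with an unprinted fluorescence ratio check between 0.5 and 1.5, limit read from the data, passing the limit was not always enough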;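 note: 0% = enzyme with substrate and 100% = substrate without enzyme; some results filed as inactive read as strong as hits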
#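 Material: human Csn5 produced in HEK293T cells; Input: enzyme 0.24 nM; Reagent: SCFSkp2-Nedd8OG substrate at 10 nM final; Dosing: 12.5 µM compound; Incubation: 90 min reaction at room temperature; Detection: fluorescence polarization of the substrate; Evaluation: % inhibition of substrate cleavage by Csn5; Control set: substrate-only high control, full reaction low control.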
# Scp1 inh: blocks human Scp-1 phosphatase activity; 340,000 compounds, 0.88% hits; inhibition, % at 20 µM; Recombinant Scp1, phosphopeptide, malachite green phosphate absorbance; Q9GZU7; AID 493091;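 active = inhibition above about 50% at 20 µM, limit read from the data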;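 note: plate controls were DMSO wells with enzyme for no effect and wells lacking enzyme for full effect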
#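 Test system – truncated SCP-1 phosphatase (76-261aa) · Reagent – Phosphorylated 17-residue peptide substrate · Incubation – 45 min room-temperature reaction, 5 min colour, 30 min stabiliser · Detection – colorimetric phosphate reagent with accelerator and stabiliser, absorbance at 630 nm · Measure – % inhibition at 20 µM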
# LMPTP block: blocks human LMPTP phosphatase. recombinant LMPTP-A, OMFP fluorogenic substrate, fluorescence intensity. inhibition, % at 20 µM. 360,000 compounds, 0.22% hits. AID 651560. P24666;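 active = compounds that cut the enzyme signal by at least half of the control window in the single-dose screen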;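 note: plate controls were DMSO wells with enzyme plus substrate for no effect and substrate without enzyme for full effect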
# Target sequence (P24666 whole entry, looked up): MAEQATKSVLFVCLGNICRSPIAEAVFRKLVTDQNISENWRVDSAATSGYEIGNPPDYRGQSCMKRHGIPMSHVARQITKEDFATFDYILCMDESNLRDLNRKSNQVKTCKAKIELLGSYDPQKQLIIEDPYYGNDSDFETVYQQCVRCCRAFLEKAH
#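 Test system: LMPTP-A phosphatase enzyme. Amount: LMPTP-A at 0.625 nM final in the reaction. Reagent: OMFP substrate, 400 µM final. Times: 50 min at room temperature. Signal: endpoint fluorescence intensity from OMFP dephosphorylation. Read-out basis: % inhibition. Benchmarks: no-enzyme and uninhibited controls.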
# NadD block: blocks S. aureus nicotinate mononucleotide adenylyltransferase. 360,000 compounds, 0.78% hits. purified NadD enzyme, colorimetric absorbance read-out. inhibition, % at 20 µM; in the data active = inhibition above about 26%; note: some compounds past the cut are filed as inactive
# STEP inh: STEP (human) phosphatase inhibition; AID 588621; recombinant STEP, OMFP fluorogenic substrate, fluorescence; 360,000 compounds, 0.25% hits; inhibition, % at 20 µM;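 active = inhibition at 20 µM, scaled per plate between control wells, above about 37%, limit read from the data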;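 note: 0% = DMSO with enzyme and substrate and 100% = substrate only without enzyme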
# Target sequence (P54829 whole entry, looked up): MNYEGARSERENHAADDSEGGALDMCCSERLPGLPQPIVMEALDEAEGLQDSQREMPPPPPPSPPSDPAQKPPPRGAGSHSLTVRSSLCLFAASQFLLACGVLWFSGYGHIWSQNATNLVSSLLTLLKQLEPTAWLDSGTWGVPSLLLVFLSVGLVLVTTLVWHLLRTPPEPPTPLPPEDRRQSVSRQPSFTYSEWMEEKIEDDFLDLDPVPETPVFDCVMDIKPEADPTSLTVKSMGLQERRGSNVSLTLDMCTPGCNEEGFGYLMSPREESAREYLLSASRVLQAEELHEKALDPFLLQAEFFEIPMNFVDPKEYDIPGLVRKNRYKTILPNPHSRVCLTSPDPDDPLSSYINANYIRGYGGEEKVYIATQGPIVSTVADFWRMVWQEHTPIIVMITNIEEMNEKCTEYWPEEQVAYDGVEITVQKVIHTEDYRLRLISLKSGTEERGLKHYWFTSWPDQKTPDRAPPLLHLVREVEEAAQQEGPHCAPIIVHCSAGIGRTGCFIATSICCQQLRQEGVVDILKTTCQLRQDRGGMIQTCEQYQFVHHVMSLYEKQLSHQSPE
#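 medium = Bis-Tris buffer pH 6.0, 2.5 mM DTT, 0.005% Tween 20 | test system = STEP (striatal-enriched tyrosine phosphatase) enzyme, cell-free | measure = normalized % inhibition | compound dosing = 20 µM, 1% DMSO | also added = 25 µM OMFP | schedule = reaction 20 min, ambient temperature | measured by = fluorescence read at 480 nm ex / 540 nm em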
# Rpn11 block: Rpn11 (human) deubiquitinase inhibition. human 26S proteasome, Ub4-pepOG fluorescence polarization; 20S core pre-blocked with epoxomicin. 360,000 compounds, 0.59% hits. O00487. calls only at 20 µM;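 active = inhibition at 20 µM, scaled to each plate's controls, above about 33%, limit read from the data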
# Target sequence (O00487 whole entry, looked up): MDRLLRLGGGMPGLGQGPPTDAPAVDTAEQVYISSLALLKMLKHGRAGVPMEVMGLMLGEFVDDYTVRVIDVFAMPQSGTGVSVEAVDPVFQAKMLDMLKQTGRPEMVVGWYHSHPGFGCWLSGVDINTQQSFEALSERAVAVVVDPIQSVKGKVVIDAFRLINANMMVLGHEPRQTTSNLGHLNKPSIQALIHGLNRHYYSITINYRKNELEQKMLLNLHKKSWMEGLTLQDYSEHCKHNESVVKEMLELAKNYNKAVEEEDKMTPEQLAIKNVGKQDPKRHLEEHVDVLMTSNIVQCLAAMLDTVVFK
# Active calls of the source: *; i = inactive; x = not tested or not shown. Compounds as they come, and some 3.6% of all compounds hit somewhere here.
SMILES,MLLE-PAM2 inh,SUMO1 PPI mod,TbMetRS inhib,DNMT1 inh,CSN deneddyl inh,Scp1 inh,LMPTP block,NadD block,STEP inh,Rpn11 block
CCN(CC)C(=O)c1cccc(-c2csc(C(NC(C)=O)c3ccc(F)c(F)c3)n2)c1 (stereo not drawn),0,-5,-0.2,-1,-1,x,-0.9,-2,0,i
CCOc1ccc(CCNC(=O)c2sc3nc4n(c(=O)c3c2C)CCC4)cc1OCC,-5,1,-0.1,-2,1,-7,0.3,-5,-1,i
Cc1ccc(NC2=NCCCCC2)cc1,-12,1,-0.2,2,-3,-5,-1.8,0,-3,i
CCCCOc1ccc(C2(C)NC(=O)NC2=O)cc1 (stereo not drawn),-1,2,-0.7,2,0,-2,-0.3,-5,1,i
Cc1cc(/C=C(\C#N)c2nc3ccccc3[nH]2)c(C)n1C,-4,-10,0.9,3,2,-11,5.7,9,-2,i
CC1(C)CC(=O)C2=C(C1)N(Cc1ccco1)C(=O)C2(NC(=O)c1ccc(Cl)cc1Cl)C(F)(F)F (stereo not drawn),5,0,-0.3,-3,2,-6,-0.9,-4,-1,i
COc1ccc(/C=N/NC(=O)OC(C)(C)C)cc1OC,2,-2,-0.7,2,8,-5,-0.3,-6,-1,i
COc1ccccc1C(=O)n1nc(-c2ccco2)nc1SC,19,-2,-0.9,1,18,-12,-1.5,-3,4,i
Cc1ccc(CNC(=O)C2CC(c3cccc([N+](=O)[O-])c3)=NO2)cc1 (stereo not drawn),-7,-32,-0.1,-1,-2,-1,-1.5,0,5,i
COC(=O)c1ccc(C2c3c(oc4ccc(Cl)cc4c3=O)C(=O)N2CCN2CCOCC2)cc1 (stereo not drawn),5,-8,-1.0,1,2,-10,2.2,3,0,i
CC(=O)N1CCc2c(sc(NC(=O)Cc3ccc(F)cc3)c2C(N)=O)C1,-6,3,-0.7,-1,12,-4,0.4,-3,-4,i
Cn1c(=O)n(C)c2cc(NC(=O)CSc3ccccc3)ccc21,9,2,-0.5,3,2,-2,0.9,6,-3,i
CCS(=O)(=O)C(=C(Nc1ccc(OC)cc1)Nc1ccc(OC)cc1)S(=O)(=O)CC,17,36,1.2,2,-3,-11,1.8,11,2,i
CCOC(=O)C1=C(O)/C(=C/c2cc(OC)c(OC)c(OC)c2)N=C1C,6,-4,-0.6,-3,-1,-8,-0.3,-1,0,i
COC(=O)c1cn(CCOc2ccccc2)c2ccccc12,-5,-1,-1.1,-2,-5,-10,2.1,-8,4,i
COc1ccc(CNC(=O)CS(=O)Cc2nc(-c3ccccc3C)oc2C)cc1 (stereo not drawn),30,2,0.0,-1,0,-1,-0.8,1,3,i
O=C(Nc1cccc2ccccc12)c1cc2c(cc1Br)OCO2,-1,-8,-0.9,3,0,-7,0.1,-10,0,i
Nc1cc(=O)[nH]c(SCC(=O)Nc2ccc(N3CCOCC3)cc2)n1,8,4,-0.2,2,-6,-4,-1.1,0,0,i
COc1ccc(NC(=O)c2ccc(S(=O)(=O)N3CCCCCC3)cc2)c(OC)c1,-3,-1,-0.8,0,4,-12,1.6,-10,6,i
Cc1cc(C)c(C(=O)COC(=O)c2c(C)noc2C)cc1C,9,3,-0.3,6,-3,-2,0.8,-14,1,i
Cc1cc(NC(=O)c2noc3c2CCCC3)no1,-10,0,-0.6,0,1,-6,-3.3,-4,-3,i
C#CCOCCOCCOCCNc1nc(N2CCN(C(=O)Cn3cc(CCCCN)nn3)CC2)nc(N2CCN(C(=O)Cn3cc(CCCCN)nn3)CC2)n1,-5,-17,-0.2,15,1,-5,-6.7,-9,-4,i
COc1ccc(S(=O)(=O)N2CCN(C(=O)c3c(-c4ccccc4)noc3C)CC2)cc1,10,1,-0.8,2,-3,2,0.4,2,0,i
Cc1cc(F)ccc1-c1cc(C(=O)NCc2ccc(C(F)(F)F)cc2)[nH]n1,19,5,0.2,-14,0,x,1.2,1,2,i
O=C(CSc1ncnc2sccc12)Nc1ccc(S(=O)(=O)N2CCOCC2)cc1,2,-1,-0.5,-6,9,-3,-0.1,2,0,i
O=C(CCSCc1cccc(Cl)c1)NCCC1=CCCCC1,8,-18,0.1,8,-13,-3,0.9,5,0,i
COc1ccc(S(=O)(=O)N(C)c2ccc(C(=O)N3CCCCC3)cc2)cc1OC,9,-3,-0.5,-1,-8,-2,-1.0,-5,2,i
O=C(NN1CCOCC1)c1ccc(Cl)c([N+](=O)[O-])c1,-5,-14,-0.6,1,0,-5,-0.7,-5,-3,i
CCOC(=O)c1c(/N=C/C2=C(O)CC(C)(C)CC2=O)sc(C)c1C,20,-9,-0.5,1,12,-7,-0.7,-1,1,i
CN(C)c1ccc(NC(=O)CSc2nc3c(c(=O)[nH]2)CCCC3)cc1,24,15,-0.4,-11,3,-4,15,12,0,i
COc1ccc2cc(CCNC(=O)C3CCCC3)c(=O)[nH]c2c1,-2,-2,0.5,3,0,-6,0.3,-3,-2,i
CN(C)CC/C=C1\c2ccccc2CSc2ccccc21,4,-1,-1.2,2,-2,34,0.4,-4,-1,i
O=C1CC2C(=O)NCCN2C(=NC(=O)c2ccc(Cl)cc2)N1 (stereo not drawn),2,4,-0.2,0,-7,-9,-1.5,0,4,i
CCCCC(=O)Nc1ccc2c(c1)nc(CCN1CCN(c3ccccn3)CC1)n2C,-3,0,0.4,-4,-1,-7,2.5,-1,-1,i
CC1(C(=O)NS(=O)(=O)c2ccc(F)cc2F)CCN1C(=O)CCc1ccccc1 (stereo not drawn),8,-2,-0.3,4,-1,x,-2.1,-4,-2,i
CC(C)(C)NC(=O)CN(C(=O)CCC(=O)Nc1nccs1)c1ccc(F)c(Cl)c1,9,0,-1.1,10,-6,1,-0.6,-5,-2,i

# 9 compounds already listed, ordered by molar mass, lowest first:
SMILES,MLLE-PAM2 inh,SUMO1 PPI mod,TbMetRS inhib,DNMT1 inh,CSN deneddyl inh,Scp1 inh,LMPTP block,NadD block,STEP inh,Rpn11 block
Cc1ccc(NC2=NCCCCC2)cc1,-12,1,-0.2,2,-3,-5,-1.8,0,-3,i
CCCCOc1ccc(C2(C)NC(=O)NC2=O)cc1 (stereo not drawn),-1,2,-0.7,2,0,-2,-0.3,-5,1,i
Cc1cc(C)c(C(=O)COC(=O)c2c(C)noc2C)cc1C,9,3,-0.3,6,-3,-2,0.8,-14,1,i
COc1ccccc1C(=O)n1nc(-c2ccco2)nc1SC,19,-2,-0.9,1,18,-12,-1.5,-3,4,i
CCOC(=O)c1c(/N=C/C2=C(O)CC(C)(C)CC2=O)sc(C)c1C,20,-9,-0.5,1,12,-7,-0.7,-1,1,i
CC1(C(=O)NS(=O)(=O)c2ccc(F)cc2F)CCN1C(=O)CCc1ccccc1 (stereo not drawn),8,-2,-0.3,4,-1,x,-2.1,-4,-2,i
COc1ccc(S(=O)(=O)N2CCN(C(=O)c3c(-c4ccccc4)noc3C)CC2)cc1,10,1,-0.8,2,-3,2,0.4,2,0,i
CCN(CC)C(=O)c1cccc(-c2csc(C(NC(C)=O)c3ccc(F)c(F)c3)n2)c1 (stereo not drawn),0,-5,-0.2,-1,-1,x,-0.9,-2,0,i
COC(=O)c1ccc(C2c3c(oc4ccc(Cl)cc4c3=O)C(=O)N2CCN2CCOCC2)cc1 (stereo not drawn),5,-8,-1.0,1,2,-10,2.2,3,0,i

# The results go on.
SMILES,MLLE-PAM2 inh,SUMO1 PPI mod,TbMetRS inhib,DNMT1 inh,CSN deneddyl inh,Scp1 inh,LMPTP block,NadD block,STEP inh,Rpn11 block
CCOC(=O)c1c(N)sc(N)c1C(=O)OCC,18,3,0.2,-10,-4,4,0.8,6,-2,i
Cc1cccc(/C=N/NC(=O)c2cc(-c3cccnc3)nc3c2c(C)nn3-c2ccccc2)c1,2,3,-0.3,17,-4,-2,3.1,37*,1,i
COc1cccc(C(=O)N/N=C/c2ccc(Oc3ccc([N+](=O)[O-])cn3)c(OC)c2)c1,-136,-21,-0.3,7,1,49,-1.6,13,1,i
O=C(NCC(c1cccs1)N1CCOCC1)c1cc(F)cc(F)c1 (stereo not drawn),0,4,-0.5,0,-1,x,1.0,-2,-4,i
CC[C@]12c3[nH]c4ccccc4c3CCN1C(=O)C(CC(=O)NCc1cccc(C(F)(F)F)c1)C[C@@H]2C(=O)N1CCN(C(=O)C2CC2)CC1 (stereo partly drawn),11,-2,-0.6,1,-1,-4,-0.4,4,0,i
COc1ccc(NS(=O)(=O)c2ccc(N3CCOCC3)c(NC(=O)c3ccc(F)cc3)c2)cc1,12,0,-0.1,4,4,8,-0.6,-4,34,i
COCc1c(C(=O)OCC(=O)c2c(N)n(CC(C)C)c(=O)n(C)c2=O)oc2ccccc12,-2,-3,0.3,-5,5,-10,2.3,-8,-1,i
Cc1nn(-c2ccccc2)c(Cl)c1C(=O)Nc1nnc(C2CCCC2)s1,11,2,-1.0,2,0,-10,1.3,-9,-4,i
CC(C)(C)NC(=O)COC(=O)c1ccccc1Oc1ccccc1,-2,2,-0.2,3,0,-17,0.2,0,-3,i
CC(C)c1ccc(C(=O)N2CCOCC2c2cc(C(=O)Nc3ccccc3)no2)cc1 (stereo not drawn),-11,-1,-0.2,5,-1,x,1.4,-4,-2,i
Brc1ccccc1/C=N/Nc1ccc2ccccc2n1,-7,-5,-0.6,-6,-14,6,5.4,5,3,i
CC(C)NC(=O)N(C)C[C@@H]1Oc2c(NS(=O)(=O)c3ccccc3)cccc2C(=O)N([C@@H](C)CO)C[C@@H]1C,5,3,1.0,4,2,2,-1.1,3,-1,i

# Screens from PubChem.
